Spn MK inh = blocks S. pneumoniae mevalonate kinase; purified MK, PK/LDH-coupled NADH absorbance 340 nm; 65,000 tested, 0.48% active; inhibition, % at 10 µM;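 active = ranked among the strongest by inhibition in the single 10 µM screen, a fixed top-ranked set picked for dose follow-up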; note: no value below 0 was filed
Bfl-1 displacement = Bfl-1 inhibitors, primary screen, biochemical, fluorescence polarization, FITC-Bid, mouse (AID 432) | one-dose displacement, % at 20 µM; IC50 in µM for titrated hits | 64,000 tested, 0.02% active | FITC-Bid BH3 peptide fluorescence polarization displacement; higher % means a stronger effect; in the data active = a potency from the dose series; inactive = the rest, 99 in 100 with displacement below about 15%; note: strong numbers were not always called active
HT1080 viability = HT1080 cell viability loss – fluorescence readout (AID 620) | HT1080 viability, fluorescence; higher % means a stronger effect | one-dose cytotoxicity, % at 10 µM; EC50 in µM for titrated hits | 87,000 tested, 0.42% active;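 note: cells exposed to compound overnight then 4 h with Alamar Blue; 0% = vehicle DMSO and 100% = killing control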
Spn PMK inh = S. pneumoniae PMK inhibition; purified PMK, PK/LDH-coupled NADH absorbance 340 nm; inhibition, % at 10 µM; 65,000 tested, 0.49% active; AID 539;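 active = top-ranked compounds by inhibition in the single 10 µM screen, taking a fixed number of the strongest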;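 note: 0% = full reaction with DMSO carrier and 100% = background rate without enzyme reaction; no value below 0 was filed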
DPM-DC inhibit = blocks S. pneumoniae diphosphomevalonate decarboxylase; AID 556; purified DPM-DC, PK/LDH coupled NADH fluorescence; calls only at 10 µM; 65,000 tested, 0.49% active;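 active = the 320 compounds with the highest percent inhibition in the single-dose primary screen, excluding strongly autofluorescent ones, cut at about 32% in these data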;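 note: kinetic rate of NADH fluorescence loss reporting ADP formed by the decarboxylase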
HPDE-C7 cytotoxicity = cytotoxicity in HPDE-C7 cells, cell-based, fluorescence, HTS (AID 430). HPDE-C7 pancreatic duct cells viability, fluorescence; higher % means a stronger effect. cytotoxicity, % at 10 µM; hits with a dose series show EC50 in µM. 63,000 tested, 1.8% active;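 note: cells exposed to compound for 48 hours before viability readout; 0% = vehicle and 100% = reference cytotoxic drug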
LYP phosphatase = LYP phosphatase inhibitors, primary screen, biochemical, DiFMUP fluorescence, recombinant catalytic domain, 10 µM (AID 606) | one-dose inhibition, % at 10 µM; IC50 in µM for titrated hits | 52,000 tested, under 10 active | recombinant LYP catalytic domain, DiFMUP fluorescence; higher % means a stronger effect;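 active = IC50 under 40 µM in the dose-response test; inactive = IC50 of 40 µM or more, or never dose-tested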
KRASV12 cytotoxicity = viability loss of HPDE-C7K cells – cell-based, fluorescence, HTS, primary screen (AID 431) | one-dose cytotoxicity, % at 10 µM; EC50 in µM for titrated hits | HPDE-C7K KRASV12 cells, Alamar Blue viability, 48 h; higher % means a stronger effect | 63,000 tested, 1.7% active;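 active = compounds whose percent cytotoxicity in the single-dose primary screen, scaled between solvent and toxic-drug controls, exceeds 50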;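 note: 0% = DMSO solvent wells and 100% = doxorubicin-treated wells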
TNAP inhibition = inhibition of tissue-nonspecific alkaline phosphatase – biochemical, luminescent (AID 518); purified TNAP enzyme, luminescent substrate readout; higher % means a stronger effect; one-dose inhibition, % at 20 µM; IC50 in µM for titrated hits; 64,000 tested, 0.09% active; in the data active = a potency from the dose series; inactive = the rest, 99 in 100 with inhibition below about 22%;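 note: plate controls were vehicle for no effect and reference inhibitor for full effect; many of its hits are not listed in these tables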
Spn PMK inh pilot replicates = second read-out of Spn PMK inh, no call of its own (marks repeat the call); inhibition, %; measured here: pilot screen replicates
Spn MK inh pilot replicates = also measured in Spn MK inh; calls as there; inhibition, %; measured here: pilot screen replicates
DPM-DC inhibit pilot screen % = also measured in DPM-DC inhibit; calls as there; inhibition, %; measured here: pilot screen trials
* marks the source's active call; other numbers are inactive results; i = inactive; x = no result given. Cut-off read from the data, not from the text of the source, unless noted: active = cytotoxicity above about 50%; inactive = the rest.

SMILES | Spn MK inh | Bfl-1 displacement | HT1080 viability | Spn PMK inh | DPM-DC inhibit | HPDE-C7 cytotoxicity | LYP phosphatase | KRASV12 cytotoxicity | TNAP inhibition | others
CCOc1ccccc1-n1c(CN2CCN(C(=O)c3ccco3)CC2)nc2ccccc2c1=O | 7 | -2% | 16% | 11 | i | x | 4% | x | 16%
COC(=O)C1(S(=O)(=O)c2cc(Br)cc3c2N(C(C)=O)CC3)CC1 | 2 | 3% | 8% | 7 | i | 10% | -1% | 12% | 7%
Nn1c(SCc2cccc(C(F)(F)F)c2)nnc1-c1ccco1 | 7 | -4% | 6% | 12 | i | 11% | -2% | 2% | 5%
COc1ccc(CCn2nnnc2C(C(C)C)N2CCC(C(N)=O)CC2)cc1OC (stereo not drawn) | 3 | 2% | 6% | 0 | i | 1% | -2% | 0% | 11%
N#CC1(c2nc3ccccc3[nH]2)CC1c1ccc2c(c1)OCO2 (stereo not drawn) | 0 | 14% | 10% | 6 | i | -10% | -7% | -5% | 6%
Oc1c(/C=N/c2ncn[nH]2)ccc2ccccc12 | 5 | -2% | -6% | 0 | i | 54%* | -14% | 66%* | 15%
CNC(=O)CSc1nnc(-c2ccncc2)n1Cc1ccccc1 | 4 | 4% | -9% | 5 | i | -6% | x | -23% | 12%
O=C(CCN1C(=O)C2C3C=CC(C3)C2C1=O)N1CC(=O)N(CCc2ccccc2)C(=O)C1 (stereo not drawn) | 0 | -4% | -1% | 0 | i | -14% | x | -13% | 5%
O=C(Cn1ncn2c(cc3ccccc32)c1=O)NCc1ccco1 | 7 | -5% | 4% | 9 | i | -8% | 14% | -16% | 11%
Cc1nc2sccn2c(=O)c1CCN1CCC(=C(c2ccc(F)cc2)c2ccc(F)cc2)CC1 | 6 | -4% | 1% | 5 | i | x | 19% | x | 22% | Spn PMK inh pilot replicates=2.0;Spn MK inh pilot replicates=1.0;DPM-DC inhibit pilot screen %=3.5
Cc1cccc2cc(CN(Cc3ccco3)C(c3nnnn3CCc3ccccc3)C(C)C)c(=O)[nH]c12 (stereo not drawn) | 0 | 0% | -13% | 8 | i | -10% | x | 32% | 7%
Cc1nc2scc(-c3cccs3)c2c(=O)n1-n1cccc1 | 0 | 2% | 9% | 0 | i | -8% | -13% | 0% | 17% | Spn PMK inh pilot replicates=0.0;Spn MK inh pilot replicates=0.0;DPM-DC inhibit pilot screen %=0.0
c1coc(-c2nnc(NC3=NCCC3)o2)c1 | 0 | 3% | -5% | 13 | i | 8% | 14% | 6% | 21% | Spn PMK inh pilot replicates=1.5;Spn MK inh pilot replicates=0.0;DPM-DC inhibit pilot screen %=0.0
CN=C(Nc1cc(C)nn1CCC#N)c1ccccc1F | 2 | 5% | 1% | 12 | i | -12% | 2% | 4% | 8%
COC(=O)c1nnn(-c2nonc2N)c1CSc1nc2ccccc2s1 | 7 | 0% | 1% | 0 | i | 2% | 5% | 5% | 14%
CCCCN(C)c1nc(-c2ccco2)c2c(c1C#N)CC(C)(C)OC2 | 10 | 4% | -13% | 11 | i | 14µM* | -3% | 14µM* | -2%
Cn1c(-c2ccc(F)cc2)cnc1SCC(=O)N1CCCCC1 | 0 | -2% | 3% | 15 | i | 4% | 9% | -5% | 7%
COCCNC(=O)Cn1cc2c(n1)CCC(C)C2 (stereo not drawn) | 4 | -3% | -5% | 9 | i | 9% | 6% | 7% | 7%
CSC1=NCCN1C(=O)c1c(-c2ccccc2Cl)noc1C | 5 | -5% | 2% | 3 | i | -3% | 9% | -9% | 8%
O=C(CSc1nnc(-c2ccncc2)n1Cc1ccco1)c1ccc(Cl)cc1 | 9 | 0% | 2% | 4 | i | -17% | x | -4% | 3%
COc1ccc(Br)cc1CNC(=O)C1CCN(S(=O)(=O)N2CCCCC2)CC1 | 0 | -9% | -2% | 8 | i | -21% | x | -16% | 10%
N#Cc1cc(Sc2ccccn2)c(Sc2ccccn2)cc1C#N | 7 | -3% | 17% | 2 | i | 12% | x | 7% | 11%
COc1ccc(C=NCCC2(O)CC(C)N(C)CC2C)cc1 (stereo not drawn) | 3 | 2% | -3% | 0 | i | 2% | -4% | -12% | 7%
Cc1nn(CC(=O)O)c2ccccc12 | 7 | -9% | 6% | 10 | i | -10% | 1% | -8% | 10%
COc1ccc(NC(=O)CN2CCN(c3ccc(F)cc3)CC2)cc1Cl | 5 | -3% | 7% | 9 | i | 4% | 15% | 2% | -8%

An excerpt taken from the entries so far, for reference:
SMILES | Spn MK inh | Bfl-1 displacement | HT1080 viability | Spn PMK inh | DPM-DC inhibit | HPDE-C7 cytotoxicity | LYP phosphatase | KRASV12 cytotoxicity | TNAP inhibition | others
N#Cc1cc(Sc2ccccn2)c(Sc2ccccn2)cc1C#N | 7 | -3% | 17% | 2 | i | 12% | x | 7% | 11%
COc1ccc(C=NCCC2(O)CC(C)N(C)CC2C)cc1 (stereo not drawn) | 3 | 2% | -3% | 0 | i | 2% | -4% | -12% | 7%
Cc1nn(CC(=O)O)c2ccccc12 | 7 | -9% | 6% | 10 | i | -10% | 1% | -8% | 10%
COc1ccc(NC(=O)CN2CCN(c3ccc(F)cc3)CC2)cc1Cl | 5 | -3% | 7% | 9 | i | 4% | 15% | 2% | -8%

(list continues)
SMILES | Spn MK inh | Bfl-1 displacement | HT1080 viability | Spn PMK inh | DPM-DC inhibit | HPDE-C7 cytotoxicity | LYP phosphatase | KRASV12 cytotoxicity | TNAP inhibition | others
COC(=O)[C@@H](NC(=O)NCc1cccc(OC)c1)C(C)C | 9 | -1% | -5% | 11 | i | -15% | x | -19% | 1%
Cn1c(SCC(=O)Nc2ccc3c(c2)OCO3)nnc1-c1cnccn1 | 11 | -4% | 13% | 0 | i | 7% | x | 12% | 17% | Spn PMK inh pilot replicates=7.5;Spn MK inh pilot replicates=0.0;DPM-DC inhibit pilot screen %=1.0
CC(=O)N1CCN(Cc2nc3cc(NS(C)(=O)=O)ccc3n2C)CC1 | 8 | -2% | 5% | 9 | i | 2% | 0% | -1% | 3%
Cc1ccc(NC(=O)CN2CCCCCC2)c(Br)c1 | 17 | -1% | -15% | 5 | i | -13% | 6% | 8% | 1%
O=C(O)C1CCCCC1C(=O)NCCc1ccncc1 (stereo not drawn) | 3 | -12% | 5% | 1 | i | -8% | -3% | -8% | 3%
Cc1nc2sc(C(c3ccco3)N3CCOCC3)c(O)n2n1 (stereo not drawn) | 5 | x | -19% | 14 | i | x | 27% | x | x
CCCCn1c(O)c(C(CC)=Nc2ccc3c(c2)CCC3)c(=O)[nH]c1=O | 8 | -2% | -1% | 10 | i | 8% | x | 1% | 4%
Cc1cc(C(=O)NC2=NCCS2)cs1 | 8 | 3% | 9% | 0 | i | -4% | 12% | -12% | 9%
CCC(=O)Nc1cccc(-n2nnnc2SCC(=O)NCc2ccco2)c1 | 2 | -3% | -4% | 7 | i | 2% | 6% | 2% | 6%
CCCCOc1ccc(NC(=O)Cn2c(=O)ccc3c(C)cc(C)nc32)cc1 | 0 | -4% | -7% | 0 | i | 3% | 10% | 12% | 7% | Spn PMK inh pilot replicates=2.0;Spn MK inh pilot replicates=5.0;DPM-DC inhibit pilot screen %=2.0
O=C(Nc1nnc(COc2ccc(Cl)cc2)s1)c1cccs1 | 8 | 1% | x | 8 | i | 6% | 47% | 13% | 6%
CN1CCN(C(=O)c2ccc(N(Cc3ccc(Cl)cc3)S(C)(=O)=O)cc2)CC1 | 10 | -6% | 0% | 8 | i | -4% | x | -2% | 12%
CC(C)NS(=O)(=O)c1ccc(CCC(=O)O)cc1 | 0 | 1% | -2% | 0 | i | -6% | -4% | -2% | 7%
CCCn1c(N)c(C(=O)CSc2nc3ccccc3n2CCC#N)c(=O)n(C)c1=O | 3 | -2% | 8% | 0 | i | -2% | 16% | 10% | 14%
CC(=O)Nc1ccc(S(=O)(=O)n2nc(-c3ccc(C)cc3)nc2N)cc1 | 0 | -2% | 0% | 3 | i | -7% | -30% | -18% | 10%
Cc1cc(=O)[nH]c(SCCOc2ccc(OC(C)C)cc2)n1 | 3 | 7% | -10% | 5 | i | -14% | 13% | -4% | 5%
COc1nonc1NCn1nc(C)cc1C | 4 | -10% | 33% | 15 | i | -6% | -10% | -15% | 12%
Cc1cc2ccccc2n1CCNC(=O)C(C)(C)C | 3 | 8% | 4% | 3 | i | -1% | -6% | 1% | 4%
O=S(=O)(c1ccc2c(c1)OCCO2)N1CCC(n2nnc3cc(F)ccc32)CC1 | 6 | 1% | 9% | 0 | i | -4% | -1% | -4% | 8% | Spn PMK inh pilot replicates=2.5;Spn MK inh pilot replicates=1.0;DPM-DC inhibit pilot screen %=3.5
CCOC(=O)c1ccc2[nH]c(C)c(CCC(C)=O)c(=O)c2c1 | 8 | -1% | 0% | 2 | x | -1% | 7% | -1% | 5%
COc1ccc(NC(=O)CSc2nnc(-c3ccccc3Cl)n2Cc2ccco2)c(OC)c1 | 8 | -3% | -2% | 5 | i | 2% | 9% | -2% | 2%
Cc1ccc(-c2noc(CSc3nc(N)cc(N)n3)n2)cc1 | 6 | -7% | -2% | 5 | i | -2% | 0% | -3% | -2%
O=C(NC1=NCCS1)C12CC3CC(C1)CC(C(=O)NC1=NCCS1)(C3)C2 | 12 | -6% | 1% | 15 | i | 2% | 1% | 7% | 7%
COc1ccc(-c2cc(C(=O)NC(C(=O)O)C(C)C)c(C)o2)cc1OC (stereo not drawn) | 9 | -6% | -4% | 10 | i | -1% | 19% | 3% | 6%
COc1ccccc1C1C(C#N)=C(N)Oc2cc(C)n(CCCn3ccnc3)c(=O)c21 (stereo not drawn) | 6 | -10% | 4% | 12 | i | -3% | x | -10% | 7%

Following part:
SMILES | Spn MK inh | Bfl-1 displacement | HT1080 viability | Spn PMK inh | DPM-DC inhibit | HPDE-C7 cytotoxicity | LYP phosphatase | KRASV12 cytotoxicity | TNAP inhibition | others
CCOC(=O)Cc1[nH]nc2c1C(c1ccoc1)C(C#N)=C(N)O2 (stereo not drawn) | 4 | -2% | 31% | 4 | i | 0% | x | 8% | 11%
CCOC(=O)C1CCN(S(=O)(=O)c2cc(Cl)c(C)cc2OC)CC1 | 10 | 7% | -11% | 5 | i | 2% | 7% | -2% | 10% | Spn PMK inh pilot replicates=1.0;Spn MK inh pilot replicates=6.0;DPM-DC inhibit pilot screen %=2.5
CC(=O)Oc1cccc(N2C(=O)c3ccc(C(=O)O)cc3C2=O)c1 | 4 | -1% | -9% | 0 | i | -6% | 9% | 1% | 12%
CCOC(=O)N1CCN(c2nc3ccccc3nc2C(C#N)S(=O)(=O)c2ccc(C)cc2)CC1 (stereo not drawn) | 7 | -8% | -6% | 14 | i | 17% | 13% | 22% | 7%
COC(=O)CNC(=O)C(C)NC(=O)OCc1ccccc1 (stereo not drawn) | 5 | -5% | -9% | 5 | i | -17% | 11% | -5% | 4%
COc1cccc(N2CCN(CC(=O)Nc3nc4c(s3)CC(C)CC4)CC2)c1 (stereo not drawn) | 10 | -8% | 0% | 4 | i | 28% | x | 23% | -6%
COCCCn1c(SCC(=O)NCc2ccco2)nc2sc3c(c2c1=O)CCC3 | 66* | -11% | -10% | 1 | i | 7% | 8% | 4% | 15%
